EPAC2 antagonist – antagonists of human EPAC2; actives 0.18% (n = 360,000); AID 720708; Potency, µM (doses to about 114 µM), for the others: top-dose activity, negative = inhibition, usual class: inhibitors; Q8WZA2; EPAC2 GEF exchange of Rap1B-BODIPY-GDP, fluorescence; note: potency is the fitted concentration of half-maximal effect; % is set by controls: 0 for no effect and ±100 for the full control effect; nearly all actives have a fitted effect of over 45% in size; many of its hits are not listed in these tables
Target sequence (Q8WZA2 whole entry, looked up): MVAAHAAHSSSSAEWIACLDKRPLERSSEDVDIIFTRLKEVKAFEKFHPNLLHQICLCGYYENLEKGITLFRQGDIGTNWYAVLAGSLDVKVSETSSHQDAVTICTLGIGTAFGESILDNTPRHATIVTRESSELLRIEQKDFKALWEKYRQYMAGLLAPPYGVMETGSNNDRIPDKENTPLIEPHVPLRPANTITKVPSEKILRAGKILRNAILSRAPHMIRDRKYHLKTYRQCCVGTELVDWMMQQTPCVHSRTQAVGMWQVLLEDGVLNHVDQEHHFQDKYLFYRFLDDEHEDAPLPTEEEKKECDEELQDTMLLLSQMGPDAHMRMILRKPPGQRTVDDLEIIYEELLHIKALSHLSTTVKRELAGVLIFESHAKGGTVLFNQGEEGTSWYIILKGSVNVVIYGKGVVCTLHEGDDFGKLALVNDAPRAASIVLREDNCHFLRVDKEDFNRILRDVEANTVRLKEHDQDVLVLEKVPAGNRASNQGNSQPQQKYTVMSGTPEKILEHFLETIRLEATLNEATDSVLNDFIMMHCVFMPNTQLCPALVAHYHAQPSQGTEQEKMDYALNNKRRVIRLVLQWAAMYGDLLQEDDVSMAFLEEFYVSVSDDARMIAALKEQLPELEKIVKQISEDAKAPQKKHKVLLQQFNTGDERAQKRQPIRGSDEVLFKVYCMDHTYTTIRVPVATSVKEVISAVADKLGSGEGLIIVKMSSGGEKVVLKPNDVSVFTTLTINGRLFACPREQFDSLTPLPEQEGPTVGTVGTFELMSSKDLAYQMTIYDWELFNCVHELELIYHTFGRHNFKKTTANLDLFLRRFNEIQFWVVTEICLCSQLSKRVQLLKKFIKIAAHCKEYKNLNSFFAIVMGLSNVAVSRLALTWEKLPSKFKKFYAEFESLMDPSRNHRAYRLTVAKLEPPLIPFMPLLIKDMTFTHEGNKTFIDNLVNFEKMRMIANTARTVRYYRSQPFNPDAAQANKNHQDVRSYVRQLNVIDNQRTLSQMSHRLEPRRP
aSyn yeast inh – rescues yeast growth from alpha-synuclein toxicity; Potency, µM (series often up to 46.1 µM), for the others: at the top dose growth rescue (activation), actives largely listed as activators; AID 652106; Yeast expressing alpha-synuclein, growth rescue, BacTiter-Glo, 24 h; actives 0.14% (n = 370,000); note: potency is the fitted concentration of half-maximal effect; % of control where 0% means no effect; nearly all actives have a fitted effect of over 65% in size
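Readout is rescue of growth in alpha-synuclein-expressing yeast, so inhibitors of toxicity appear as activators. Growth after 24 hr at 30 deg C in galactose medium is quantified by luminescence.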
D3 ag – activates the human D3 dopamine receptor | AID 652048 | actives 0.58% (n = 410,000) | max activation, % | P35462 | D3R DiscoveRx beta-arrestin cells, luminescence, 90 min; in the data active = max activation above about 30%; note: 0% is about no effect; mostly tested at two doses, the higher about 12 µM
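Agonist-mode cell screen: cells plated at 1500/well and incubated overnight at 37 °C, then exposed to library compounds for 90 min at 37 °C. Detection reagent was added for 30–60 min at room temperature, and luminescence was read.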
FUS suppressor – suppressors of FUS proteinopathy in yeast; S. cerevisiae FUS-expressing, growth rescue, OD600, 24 h; Potency, µM (highest dose often 76.6 µM), inactives show top-dose growth rescue (activation), hits mostly activators; actives 0.24% (n = 390,000); AID 1347120;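 note: potency is the fitted concentration of half-maximal effect; plate controls were DMSO vehicle for no effect and reference control for full effect; nearly all actives have a fitted effect of over 55% in size; some results filed as inactive show a strong effect at the top dose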
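Read-out: OD at 600 nm after 24hr at 30C, reporting rescue of FUS-induced yeast toxicity. Cells at OD 0.005 in galactose (2%) minimal medium; compounds tested in a dilution series; CP55940 titration from 92uM final as control.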
Abeta yeast res – A-beta toxicity reversal in yeast; yeast expressing A-beta42, growth rescue, OD600, 48 h; response scale: 0% DMSO, 100% iron-clioquinol control; Potency, µM (doses to about 46.1 µM), for inactives: at the highest dose growth rescue, actives largely listed as activators; actives 0.063% (n = 410,000); AID 1347071; note: potency is the fitted concentration of half-maximal effect; nearly all actives have a fitted effect of over 55% in size
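Yeast growth medium received pinned compounds, then yeast cells expressing toxic A-beta were added; plates incubated at 30 C for 48 hr. Growth read as absorbance at 600 nm, normalized to DMSO and equimolar FeCl3 plus clioquinol controls.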
DRD3 antagonist – D3 dopamine receptor (human) antagonism | D3R cells, DiscoveRx beta-arrestin luminescence, antagonist mode; stronger effect = lower value | max response, negative = inhibition, % | actives 2.5% (n = 360,000); in the data active = max response below about -50%; inconclusive = no clear call, values can overlap the other calls; note: % is set by controls: 0 for no effect and ±100 for the full control effect; mostly tested at two doses, the higher about 12 µM
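Cells plated overnight at 1500 cells/well, then exposed to library compounds with dopamine controls for 90 minutes at 37 degrees C. DiscoveRx reagent added for 30–60 minutes at room temperature; luminescence read, quantitative HTS format.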
TDP43 rescue – rescues yeast growth from TDP-43 toxicity. TDP-43 expressing yeast growth rescue, BacTiter-Glo, 24 h. Potency, µM (titrated, usually from 46.1 µM), for inactives: at the top dose growth rescue (activation), hits mostly activators. actives 1.8% (n = 410,000). AID 652104; note: potency is the fitted concentration of half-maximal effect; % of control where 0% means no effect; nearly all actives have a fitted effect of over 50% in size
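Cell-based yeast growth screen: TDP-43 expression induced in galactose, inoculum OD600=0.02 after raffinose pregrowth to mid-log. Read-out BacTiter-Glo luminescence at 24 hr, 30 deg C; inhibition of toxicity seen as signal increase.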
EPAC2 ag – activates human EPAC2 exchange factor; EPAC2 activation, biochemical qHTS; response scale: 100% = 6.5 mM cAMP response; Potency, µM (highest dose often 154 µM), inactives show at the highest dose activation, most hits filed as activators; Q8WZA2; actives 0.079% (n = 360,000); note: potency is the fitted concentration of half-maximal effect; nearly all actives have a fitted effect of over 50% in size
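Nucleotide exchange monitored as fluorescence drop when BODIPY-GDP leaves Rap1B. Reaction: 100 nM EPAC2, 250 nM RAP1B-BODIPY-GDP, 50 uM GDP, room temperature, kinetic read over 30 min. Activity expressed relative to 6.5 mM cAMP.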
The depositor's hits bear a star; u = inconclusive; x = no result given; & = joins results of further samples; [ ] = remark or other dose. Unless noted, calls come from the whole dose curve; as a rule, active = well fitted curve in the direction sought with a large enough effect; inconclusive = small, poorly fitted or top-dose-only effect, or another doubt; inactive = no such curve, though single readings can be large; an effect the other way counts as inactive or inconclusive. The list is partial. The share of hits here may be higher or lower than overall.

compound | aSyn yeast inh | Abeta yeast res | EPAC2 antagonist | TDP43 rescue | DRD3 antagonist | D3 ag | EPAC2 ag | FUS suppressor
CCc1ccccc1NC(=O)CN1C(=O)COc2ccc(S(=O)(=O)N3CCCCCC3)cc21 | x | 1% | x | u | x | 1 | x | -23%
COc1cccc(-c2ccc3c(c2)N(Cc2ccc(F)cc2)C(=O)C(C)S3)c1 (stereo not given) | 13% | u | -15% | 5% | 0 | 12 | 0% | 3%
O=C1NC(Cc2c[nH]c3ccccc23)C(=O)N1c1ccc(F)cc1 (stereo not given) | 2% | -20% | 8% | -4% | -3 | -7 | 7% | 23%
Cc1ccc(O)c(NC(=O)c2cc(-c3ccccc3Cl)on2)c1 | 2% | 15% | -4% | 23% | 17 | 16 | 5% | 12%
O=S(=O)(NCc1ccco1)c1ccccc1Br | 14% | -8% | -4% | 17% | 12 | 5 | 4% | -13%
CSc1ccc(CCNC(=O)Cn2ncc3c([nH]c4ccccc43)c2=O)cc1 | 0% | -5%&-15% | 6% | -14%&6% | u | -3&1 | 2% | 15%&-17%
O=S(=O)(c1ccc(-c2csc(-c3cccnc3)n2)cc1)N1CCCCC1 | 17% | 4% | -3% | u | 5 | 2 | 14% | u
CN(CC(=O)Nc1ccc(C#N)cc1)CC(=O)Nc1ccc(N2CCOCC2)cc1 | -2% | -10% | -5% | -12% | -17 | -8 | -5% | -1%
COCCn1c(SCC(=O)NC2CCCC(C)C2C)nc2ccccc2c1=O (stereo not given) | 0% | 5% | 24% | 0% | 2 | -3 | -8% | 4%
Cn1c(NCCOc2ccccc2)nc2cc(-c3ccc(F)cc3)sc2c1=O | -3% | -18% | 1% | -9% | 0 | -5 | 0% | -2%
CC(C)c1ccc(Nc2nc3c(S(=O)(=O)c4ccc(Br)cc4)nnn3c3ccsc23)cc1 | x | -15% | x | 2% | x | -4 | x | -5%
O=C(NNS(=O)(=O)c1ccccc1F)c1sccc1-n1cccc1 | 13% | -5% | -7% | -13%[9.22 µM] | -19 | 3 | 4% | 12%
CCOc1ccc(N(C(=O)c2cnsn2)C(C(=O)NC2CCCCC2)c2ccncc2)cc1 (stereo not given) | 0% | -5% | -1% | 4% | -2 | -9 | 8% | 15%
CC1(C)CC2(CCO1)OC(=O)CC2C(=O)NCc1ccccc1 (stereo not given) | 2% | 9% | 0% | 23% | 18 | 1 | 4% | 0%
CCCCCCP(=O)(O)c1ccccc1 | -1% | 5% | 16%[57.1 µM] | -10% | 12 | 4 | 1% | 0%
CCCN(CC(=O)Nc1ccccc1OC)C(=O)CSc1ccc(Br)cc1C | u | 9% | -20% | 19% | -13 | 5 | 8% | 41%
Cc1ccc(S(=O)(=O)NC(CC(C)C)C(=O)N2CC(C)OC(C)C2)cc1 (stereo not given) | 4% | -2% | -4% | -18% | 11 | 12 | 6% | x
O=C(NC1CCCCC1)C(c1ccccc1F)N(C(=O)c1csnn1)C1CCCC1 (stereo not given) | -2% | -8% | -4% | -10% | -5 | -7 | 2% | 22%
COc1ccc(NC(=O)C(c2ccncc2)n2c(=O)c(-c3ccco3)nc3ccccc32)cc1 (stereo not given) | -3% | 4% | 12% | 6% | u | -11 | 8% | 41%
C=CCn1c(CC#N)nnc1N1CCOCC1 | 0% | 27% | 9% | -5% | 36 | -3 | 5% | 36%
Cc1ccccc1OCC(=O)NCC(=O)OCc1ccc(Br)cc1 | 10% | -17% | -15% | 10% | -11 | -17 | 28% | x
CCc1ccc(S(=O)(=O)N(C(=O)c2ccncc2)c2ccc(OC(=O)c3ccncc3)cc2)cc1 | u | -42%[inhibitor] | -9% | u | -2 | -1 | -6% | x
CC(=O)NCCc1c(C)n(Cc2ccccc2)c2ccccc12 | -2% | 20% | -1% | 14% | -22 | -2 | -3% | 8%
CN(Cc1ccccc1)c1ccc(N2C(=O)CCC2=O)cc1[N+](=O)[O-] | -1% | -7% | 12% | -21% | u | 8 | 1% | 5%
O=c1ccn(-c2cccc(C(F)(F)F)c2)nc1-c1ccn(-c2ccccc2F)n1 | 4% | -11% | -3% | 9% | 2 | 3 | -10% | u
COc1ccc(-c2nc(C#N)c(NCc3ccc(C)cc3)o2)cc1OC | 7% | 18% | 3% | 6% | -14 | 4 | -11% | 12%
CC1CCCN(C(=O)COC(=O)CNC(=O)c2sc3ccccc3c2Cl)C1 (stereo not given) | 4% | 8% | -11% | 25% | 12 | 11 | 7% | 13%
CC(=O)Oc1ccccc1C1=NN(C(=O)/C=C/c2ccccc2)C(c2ccccc2)C1 (stereo not given) | 8% | -3% | -28% | 16% | 0 | -4 | 10% | u
CCOC(=O)c1c(C)nc2ccccc2c1-c1ccccc1 | 18% | 0% | u | 0% | 17 | 10 | 15% | 22%
COc1ccc(-c2nc(N)ncc2-c2csc(C)n2)c(O)c1OC | -10% | -1% | -10% | -27%[0.397 µM] | -21 | -7 | -5% | 2%

Reformatted: 2 of the compounds above
Values in the order: aSyn yeast inh	Abeta yeast res	EPAC2 antagonist	TDP43 rescue	DRD3 antagonist	D3 ag	EPAC2 ag	FUS suppressor
CCCN(CC(=O)Nc1ccccc1OC)C(=O)CSc1ccc(Br)cc1C
 : u	9%	-20%	19%	-13	5	8%	41%
Cc1ccc(S(=O)(=O)NC(CC(C)C)C(=O)N2CC(C)OC(C)C2)cc1 (stereo not given)
 : 4%	-2%	-4%	-18%	11	12	6%	x

Remaining list, next part:
compound | aSyn yeast inh | Abeta yeast res | EPAC2 antagonist | TDP43 rescue | DRD3 antagonist | D3 ag | EPAC2 ag | FUS suppressor
CCC1CCCCN1C(=O)c1ccc(OC2CCN(C(=O)COC)CC2)cc1 (stereo not given) | -2% | 17% | -1% | 0% | -18 | -1 | 9% | 4%
CC(C)(C)OC(=O)N1CCN(C(=O)c2ncn3c2c(=O)[nH]c2ccccc23)CC1 | 4% | 3% | 1% | 0% | 22 | 7 | 0% | -18%
Cc1c(Br)c(=O)[nH]c(=O)n1COCc1ccccc1 | 16% | 6% | 4% | 4% | 9 | -6 | 4% | 16%
COc1ccc(NC(=O)CNC(=O)Cn2ccc3ccccc3c2=O)c(OC)c1 | -2% | 6%&-4% | 3% | -7%&11% | 4 | -2&2 | 5% | 27%&-35%
O=c1c(N2CCN(c3ccccc3)CC2)csc2ccc(Cl)cc12 | x | -28% | x | u | x | -15 | x | 12%
Cn1c(NCCCCO)nc2c1c(=O)n(Cc1ccc(Cl)cc1)c(=O)n2C | x | -14% | x | 22% | x | 4 | x | 19%
Cc1c(Cl)cccc1NC(=O)CCC(=O)c1cccs1 | -4% | 0% | 6% | 18% | -18 | 1 | 1% | -3%
Cc1oc(/N=C/c2ccccc2)c(C#N)c1C | -13% | 9% | -4% | -18% | -10 | -2 | 4% | -7%
Nc1ncc(S(=O)(=O)Nc2ccc(F)cc2F)cn1 | x | 2% | x | 12% | x | 9 | x | -22%
NC(=O)NC(=O)CC1S/C(=N/N=C2\CSC(=O)N2)NC1=O (stereo not given) | 4% | 3% | 3% | x | -6 | -4 | 4% | 26%
Cc1ccc2cc(CCNC(=O)CCCc3ccccc3)c(=O)[nH]c2c1 | -1% | -19% | 5% | -2% | -16 | -2 | 10% | -12%
CCc1ccccc1NC(=O)C1COc2ccccc2O1 (stereo not given) | 10% | 17% | 0% | 27% | 11 | -1 | -4% | -2%
CCc1noc(C)c1C(=O)N1CCN(S(=O)(=O)c2cccs2)CC1 | 5% | -8% | 3% | 2% | 12 | 3 | 1% | 4%
CC(C)(C)c1ccc(C(=O)COC(=O)CN2C(=O)NC3(CCCC3)C2=O)cc1 | 7% | -4% | -18% | 10% | -9 | 12 | -5% | x
CCOC(=O)c1ccc(CSc2nnc3cc(C)c4ccccc4n23)cc1 | x | -10% | x | 22µM* | x | -14 | x | u
O=C(COC(=O)c1cc(S(=O)(=O)N2CCOCC2)c(Cl)cc1Cl)c1ccc[nH]1 | -3% | -4% | -2% | 11% | -19 | -10 | 10% | 4%
CCCCCC1CC(CC(=O)Nc2ccc([N+](=O)[O-])cc2)OC1=O (stereo not given) | -1% | u | -10% | 24% | -15 | 3 | 2% | -24%
CNC(=S)n1cnc(N)n1 | 3% | 0% | -13% | 2% | 0 | 0 | 3% | -23%
CN(/N=C/c1cc([N+](=O)[O-])ccc1O)c1ccccc1 | -4% | -3% | 17% | 1% | -20 | -5 | -5% | x
COc1ccc(COC(=O)CN2C(=O)NC3(CC(C)CC(C)(C)C3)C2=O)cc1F (stereo not given) | -3% | -2% | 0% | 0% | -21 | -12 | -2% | 17%
Nc1nc(NCc2ccco2)nc(N2CCN(Cc3ccccc3)CC2)c1[N+](=O)[O-] | -4% | 7% | -9% | 6% | -79* | -14 | 9% | -3%
COC(=O)C1=CN(c2ccc(OC)cc2)C=C(C(=O)OC)C1c1ccc([N+](=O)[O-])cc1 | -5% | -4% | -8% | -7% | -26 | -15 | 6% | -13%
Cc1ccc(CNC(=O)CCc2cn(C)c3ccccc23)cc1 | 1% | 0%&16% | -8% | u | 7 | -4&9 | 3% | 23%&13%
COc1cc(F)ccc1-c1csc(C(C)(O)c2ccccc2)n1 (stereo not given) | 1% | 21% | -13% | 8% | 34 | 1 | 10% | -18%
CC(C)COc1cccc(C(=O)N2CCN(C(=O)c3ccco3)CC2)c1 | 3% | 5% | 3% | u | -6 | 4 | -2% | 0%
CC1(C)C2CCC1(C)C(OCC[N+](C)(C)CC(=O)OC1CCCCC1)C2 (stereo not given) | 2% | -4% | -5% | 8% | 10 | -7 | 4% | 20%
CC(=O)Nc1ccc(-c2csc(NNC(=O)c3ccccc3)n2)cc1 | 1% | 6% | -6% | 19% | -24 | -2 | -3% | u
Cc1ccc(C(=O)N/C(=C/c2ccc(-c3cc(C(F)(F)F)ccc3Cl)o2)C(=O)NCc2cccnc2)cc1 | -4% | 4% | -6% | -31%[inhibitor] | 7 | -11 | -24% | x
Cc1noc(C)c1COc1cccc(C(=O)OCC(=O)NCCN2C(=O)CSC2=O)c1 | 3% | -9% | -2% | 17% | -5 | 1 | 0% | 9%
